# Screening results from PubChem BioAssay.
# MrgX1 ag = activates human MrgX1 receptor signaling; AID 588627; MrgX1-HEK293 cells, Fluo-4 calcium fluorescence, agonist mode; hits give high values; 0.44% of 310,000 active; B-score at 10 µM; Q96LB2;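 active means calcium response B-score plate-corrected fluorescence ratio at least 3 library SD, with starting fluorescence B-score inside 5 SD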
#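 Material: HEK293 cells stably expressing human MrgX1 receptor | Quantity: 15,000 cells per well | Times: Cells plated overnight, dye loaded 0.5 h 37 °C, 0.5 h room temperature | Measured by: Kinetic Fluo-4 NW fluorescence of intracellular calcium | Control set: Positive and negative controls per plate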
# RGS4 block = inhibitors of human RGS4. P49798. HEK293 M3R/RGS4 inducible, Fluo-4 calcium flux; hits give high values; triggered by carbachol at its EC20. B-score at 10 µM. 0.45% of 310,000 active;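 active means B-score, a plate-corrected calcium signal, over three deviations above library mean, with baseline fluorescence within five deviations of library mean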;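 further: RGS4 expression induced by doxycycline in cells with stable M3 receptor; B-score is computed from the integrated fluorescence ratio over baseline after carbachol; higher B-score means a larger calcium signal and so more RGS4 inhibition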
# TRPC4 block = blocks the mouse TRPC4 cation channel. B-score at 10 µM. 0.39% of 300,000 active. HEK293 TRPC4beta/mu-opioid, DAMGO-evoked Fluo4 calcium flux; hits give low values. Q9QUQ5;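 active means B-score over 3 SD under the library average, no early fluorescence shift, positive overall ratio signal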
#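 Assay system: HEK293 cells with stable TRPC4beta plus mu-opioid receptor expression. Dosing: single dose. Measured by: Fluo4 Ca2+ flux fluorescence. Also added: DAMGO in two steps, submaximal then maximal. Read-out: B score from integrated Fluo4 fluorescence ratio.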
# ANO1 block = blocks the mouse calcium-activated chloride channel TMEM16A. 1.2% of 310,000 active. HEK293 TMEM16A/YFP iodide influx fluorescence, ionomycin. normalized B-score (activity score, 25-100; higher = stronger inhibition) at 10 µM;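 active means ratio plate-corrected score three or more library SD toward inhibition, starting fluorescence score within five deviations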;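 further: score derived from kinetic fluorescence span divided by baseline fluorescence per well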
# Target sequence (Q8BHY3 whole entry, looked up): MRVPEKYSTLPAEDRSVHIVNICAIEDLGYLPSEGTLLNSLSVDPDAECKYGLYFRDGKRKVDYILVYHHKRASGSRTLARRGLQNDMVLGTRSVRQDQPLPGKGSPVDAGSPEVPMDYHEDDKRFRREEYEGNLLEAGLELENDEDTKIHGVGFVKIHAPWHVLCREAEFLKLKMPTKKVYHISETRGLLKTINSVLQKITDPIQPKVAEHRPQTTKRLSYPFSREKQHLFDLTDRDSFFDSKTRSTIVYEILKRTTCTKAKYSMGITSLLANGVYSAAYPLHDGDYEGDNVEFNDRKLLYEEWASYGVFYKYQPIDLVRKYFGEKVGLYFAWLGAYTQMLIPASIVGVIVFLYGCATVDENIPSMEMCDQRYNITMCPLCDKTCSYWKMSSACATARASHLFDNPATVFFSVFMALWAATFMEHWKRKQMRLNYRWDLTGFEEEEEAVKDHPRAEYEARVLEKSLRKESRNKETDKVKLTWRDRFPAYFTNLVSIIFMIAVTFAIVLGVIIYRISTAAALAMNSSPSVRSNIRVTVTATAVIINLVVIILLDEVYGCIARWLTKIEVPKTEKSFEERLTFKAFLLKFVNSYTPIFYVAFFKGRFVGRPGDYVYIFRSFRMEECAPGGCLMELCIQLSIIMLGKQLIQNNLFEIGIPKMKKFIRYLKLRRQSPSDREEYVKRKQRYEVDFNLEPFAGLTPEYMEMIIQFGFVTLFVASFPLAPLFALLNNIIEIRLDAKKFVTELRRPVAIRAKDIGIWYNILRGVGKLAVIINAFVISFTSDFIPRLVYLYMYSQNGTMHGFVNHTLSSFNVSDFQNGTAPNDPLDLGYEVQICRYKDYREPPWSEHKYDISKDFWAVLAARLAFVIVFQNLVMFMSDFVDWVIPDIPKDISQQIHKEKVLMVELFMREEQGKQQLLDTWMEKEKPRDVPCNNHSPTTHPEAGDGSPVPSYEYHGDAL
# MrgX1 allo act = human MrgX1 positive allosteric modulation, primary screen; AID 588675; 0.63% of 310,000 active; MrgX1-HEK293, Fluo-4 calcium flux, FDSS; hits give high values; B-score at 10 µM;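 active means plate-corrected calcium response at least 3 library SD above typical, normal starting fluorescence, not activating the receptor alone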;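 further: compound read alongside a low EC10 to EC30 dose of BAM8-22 agonist; peak minus trough fluorescence over baseline measured at the second addition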
# TRPC4 agonist = opens the mouse TRPC4 cation channel. Q9QUQ5. HEK293 TRPC4beta/mu-opioid, Fluo4 calcium fluorescence; hits give high values. B-score at 10 µM. 0.49% of 310,000 active;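 active means B-score above 5 SD of library B-scores, and initial fluorescence ratio not above library mean plus 5 SD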;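 further: positive B-score marks a calcium rise read as TRPC4 activation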
#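 system = HEK293 cells stably co-expressing mouse TRPC4beta and mu-opioid receptor | schedule = Fluo4 dye loading 45 min at room temperature, 110 s recording | measure = B-scored integrated calcium fluorescence ratio | signal = Fluo4 calcium-sensitive dye fluorescence, kinetic, 1 Hz baseline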
# TMEM16A act = activators or potentiators of mouse TMEM16A chloride channel; HEK293 TMEM16A/YFP-H148Q/I152L, iodide quench fluorescence; hits give low values; B-score at 10 µM; 0.3% of 340,000 active;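 active means fluorescence-ratio B-score plate-corrected deviation score at least 3 library SD below zero, with starting fluorescence score within 5 deviations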;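 further: channel opened by trigger with iodide after compound preincubation; score built on the fluorescence ratio of max minus min over baseline; more negative score means more quench and so TMEM16A activation or potentiation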
# TRPC6 inhibitor = blocks the mouse TRPC6 cation channel. B-score at 10 µM. HEK293-TRPC6, membrane potential dye, ACh-evoked depolarization; hits give low values. Q61143. 1.1% of 310,000 active;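 active means B-score under library mean minus 3 SD, initial fluorescence not abnormally high, positive integrated signal ratio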;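 further: B-score derived from integrated fluorescence ratio over the kinetic read; more negative B-score means stronger inhibition of depolarization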
# MrgX1 antag = blocks BAM8-22 activation of human MrgX1 receptor; MRGX1-HEK293 calcium flux, Fluo-4, BAM8-22 antagonism; hits give low values; 1.3% of 310,000 active; Q96LB2; AID 588676; B-score at 10 µM;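 active means calcium-response B-score plate-corrected more than 3 library SD below zero, starting fluorescence within 5 deviations, no agonist response on first addition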;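 further: peak minus trough fluorescence over baseline after final BAM8-22 challenge near maximal dose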
# TRPC6 act = mouse TRPC6 channel activation. Q61143. HEK293-TRPC6 membrane potential dye fluorescence; hits give high values. B-score at 10 µM. 0.13% of 310,000 active;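 active means B-score of the integrated fluorescence ratio above library mean plus 3 SD, and starting fluorescence ratio within library mean plus 5 SD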;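 further: higher score means more depolarization so channel activation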
# TRPC4 PAM = TRPC4 (mouse) allosteric potentiation. 0.42% of 310,000 active. B-score at 10 µM. HEK293 TRPC4beta/mu-opioid, DAMGO EC20, Fluo-4 Ca2+ flux; hits give high values. Q9QUQ5;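 active means B-score of calcium response area above 5 SD of library B-scores, with initial fluorescence ratio within 5 SD of library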;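 further: B-score of integrated fluorescence ratio over time as area under calcium response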
# * = called active by the depositor; i = inactive; . = not tested or not shown.
SMILES,MrgX1 ag,RGS4 block,TRPC4 block,ANO1 block,MrgX1 allo act,TRPC4 agonist,TMEM16A act,TRPC6 inhibitor,MrgX1 antag,TRPC6 act,TRPC4 PAM
COc1ccc(NC(=O)C2CCCN(S(=O)(=O)c3ccc4c(c3)CCCN4C(C)=O)C2)cc1 (stereo not given),i,i,i,i,i,i,i,i,i,i,i
Cc1cc(NC(=O)CCC(=O)N(CC(=O)NCC2CCCO2)c2ccc(C(C)C)cc2)no1 (stereo not given),i,i,i,i,i,i,i,i,i,i,i
Cc1c(O)ccc2c(O)c(NC(=O)c3ccc4c(c3)CCC(C)(C)O4)c(=O)oc12,i,i,i,i,i,i,i,i,i,i,i
O=C(O)CCNC1CCCCC1,i,i,i,i,i,i,i,i,i,i,i
CC(NC(=O)Cn1nc(C(=O)O)c2ccccc2c1=O)C12CC3CC(CC(C3)C1)C2 (stereo not given),i,i,i,i,i,i,i,i,i,i,i
Cc1[nH][nH]c(=O)c1C(c1ccc(N(C)C)c(Br)c1)c1c(C)[nH][nH]c1=O,i,i,i,i,i,i,i,i,i,i,i
Cc1cc(C)nc(N(C#N)Cc2ccccc2)n1,i,i,i,i,i,i,i,i,i,i,i
O=C(Nc1cccc(C(=O)N2CCOCC2)c1)c1ccccc1Br,i,i,i,i,i,i,i,i,i,i,i
COc1ccc(C(=O)Nc2ccccc2N2CCN(C(=O)C(C)C)CC2)cc1Cl,i,i,i,i,i,i,i,i,i,i,i
O=C(N/N=C/c1ccc(OCC(=O)N2CCCCC2)cc1)c1ccccc1O,i,i,i,i,i,i,i,i,i,i,i
CC(C)=CC(=O)Nc1ccc(OCc2ccccc2)cc1,i,i,i,i,i,i,i,i,i,i,i
COc1cccc(CC(=O)NC2CCSc3ccccc32)c1 (stereo not given),i,i,i,i,i,i,i,i,i,i,i
CC(OC(=O)c1ccco1)C(=O)NC1CCCCC1 (stereo not given),i,i,i,i,i,i,i,i,i,i,i
COC(C(=O)Nc1ccc(S(=O)(=O)Nc2cccc3ccccc23)cc1)c1ccccc1 (stereo not given),i,i,i,i,i,i,i,i,i,i,i
CC(=O)Oc1c(C)c(OC(C)=O)c2c(c1C(C)=O)OC1CC(=O)C(C(C)=O)=C(O)C21C (stereo not given),i,i,i,i,i,i,i,i,i,i,i
O=C(c1ccc2c(c1)OCO2)N1CCCc2ccccc21,i,i,i,i,i,i,i,i,i,i,i
O=C(c1ccccc1Br)N1CCN(c2ncccn2)CC1,i,i,i,i,i,i,i,i,i,i,i
O=C(Nc1ccc(Oc2ccccc2)nc1)C1CCCCN1Cc1cccc(O)c1 (stereo not given),i,i,i,i,i,i,i,i,i,i,i
CCOc1ccc(N2CC(C(=O)NCc3ccc4c(c3)OCO4)CC2=O)cc1 (stereo not given),i,i,i,i,i,i,i,i,i,i,i
COC(=O)c1c(C)[nH]c(C)c1-c1ccc(C)cc1,i,i,i,i,i,i,i,i,i,i,i
CCCCN1CN(S(=O)(=O)c2cccs2)c2nc3ccccc3nc21,.,i,i,.,.,i,.,i,.,i,i
COc1ccc(CNC(=O)Cn2ccc([N+](=O)[O-])n2)cc1OC,i,i,i,i,i,i,i,i,i,i,i
CCN1C(=O)C(NC(C)=O)c2cc(Br)ccc21 (stereo not given),i,i,i,i,i,i,i,i,i,i,i
O=C(c1ccc([N+](=O)[O-])cc1)N1CCN(C2=NS(=O)(=O)c3ccccc32)CC1,i,i,i,i,i,i,i,i,i,i,i
O=[N+]([O-])c1ccccc1N/N=C\c1ccccc1Cl,i,i,i,i,i,i,i,i,i,i,i
COc1ccc(S(=O)(=O)N2CCOCC2)cc1NC(=O)COc1cccnc1[N+](=O)[O-],i,i,i,i,i,i,i,i,i,i,i
CCOc1ccccc1CN1CCNC(=O)C1CC(=O)N(C)CCc1ccccn1 (stereo not given),i,i,i,i,i,153*,i,i,i,i,i
COc1ccc(N(C)S(=O)(=O)c2cccc(C(=O)NC3=NCCS3)c2)cc1,i,i,i,i,i,i,i,i,i,i,i
O=C(CN1CCN(C/C=C/c2ccccc2)CC1)NCc1ccccc1,i,i,i,i,i,i,i,i,i,i,i
CC1=NNC(=O)C1C(c1ccccc1)C1C(=O)NN=C1C (stereo not given),i,i,i,i,i,i,.,i,i,i,i
Cc1ccc(NC(=O)CCN2CCN(C/C=C/c3ccccc3)CC2)cc1C,i,i,i,i,i,i,i,i,i,i,i
NC(=O)CCC(C(=O)O)N1C(=O)c2ccc(O)cc2C1=O (stereo not given),i,i,i,i,i,i,i,i,i,i,i
COc1ccccc1CC(=O)Nc1ccc(C(=O)N2CCCCC2)cc1,i,i,i,i,i,i,i,i,i,i,i
Cc1ccc(N=Nc2c(N)[nH]n3c(=O)cc(-c4ccccc4)nc23)cc1,i,i,i,i,i,i,i,-8.6*,i,i,i
COc1ccc(C(CNC(=O)c2oc3cc(C)c(Cl)cc3c2C)N2CCCCC2)cc1 (stereo not given),i,i,i,i,i,i,i,i,i,i,i
CC(=O)Oc1ccc2c(c1)C(=O)c1ccccc1C2=O,i,i,i,i,i,i,i,i,i,i,i
O=C(O)CCc1ccc(-c2ccc(Br)cc2)n1NC(=O)c1ccc([N+](=O)[O-])cc1,i,i,i,i,i,i,i,i,i,i,i
CC1CCCCN1C(=O)c1cnn2c(C(F)(F)F)cc(-c3ccco3)nc12 (stereo not given),i,i,i,i,i,i,i,i,i,i,i
CCN(CC)S(=O)(=O)c1ccc2oc(SCC(=O)Nc3cc(C)on3)nc2c1,i,i,i,i,i,i,i,i,i,i,i
CCOC(=O)c1c(NC(=O)CSc2nnc(CNc3ccc(OC)cc3)n2C)sc(C)c1C,i,i,i,i,i,i,i,i,i,i,i
Cc1cccn2c(=O)c(/C=C3\SC(=S)N(CC(C)C)C3=O)c(NCCCOC(C)C)nc12,i,.,.,i,i,.,i,.,-12*,.,.
C/C(=N/Nc1nc(C)c(C)s1)c1cccc([N+](=O)[O-])c1,i,i,i,i,i,i,i,i,i,i,i
CC1CCC(NCCNC(=O)c2ccco2)CC1 (stereo not given),i,i,i,i,i,i,i,i,i,i,i
Cc1ccc(CNC(=O)NCc2ccccc2)cc1,i,i,i,i,i,i,i,i,i,i,i
Cc1ccc(C)c(NS(=O)(=O)c2cc(C(=O)NCc3ccccn3)ccc2Cl)c1,i,i,i,i,i,i,i,i,i,i,i
Cc1cc(NC(=O)c2ccc(S(=O)(=O)N3CCOCC3)cc2)no1,i,i,i,i,i,i,i,i,i,i,i
O=C(Nc1ccc(-c2nc3ccccc3[nH]2)cc1)C1CCCO1 (stereo not given),i,i,i,i,i,i,i,i,i,i,i
CC(=O)Nc1cc(N2C(=O)CCC2=O)ccc1Cl,i,i,i,i,i,i,i,i,i,i,i
O=S(=O)(NCCn1ccc2ccccc21)c1ccccc1,i,i,i,i,i,i,i,i,i,i,i
O=S(=O)(Cc1ccc(Cl)cc1)NCc1cccnc1,i,i,i,i,i,i,i,i,i,i,i
Cc1ccc(C)c(NC(=O)c2nc(Cl)ccc2Cl)c1,i,i,.,i,i,i,i,i,i,i,i
O=C(NN1CCCCC1)c1cccc2ccccc12,i,i,i,i,i,i,i,i,i,i,i
CCN(CC)C(=O)n1cnc(-c2ccccc2)c1-c1ccccc1,i,i,i,i,i,i,i,i,i,i,i
Cc1c(C)n(CCCN(C)C)c2ncnc(NCc3ccccc3)c12,i,i,i,i,i,i,i,i,i,i,i
COc1cccc(NC(=O)CSc2ccc3nnc(-c4ccncc4)n3n2)c1,i,i,i,i,i,i,i,i,i,i,i
COc1ccc(NC(=O)C2CC2)cc1-n1cnnn1,i,i,i,i,i,i,i,i,i,i,i
C/C=C(\C)C(=O)Nc1cccc(C2=NOC3(C2)C[C@@H](C(N)=O)N(C(=O)c2cc([N+](=O)[O-])cc([N+](=O)[O-])c2C)C3)c1 (stereo not given in full),i,i,i,i,i,i,i,i,i,i,i
Cc1noc(NS(=O)(=O)c2ccc(NC(=O)C34CCC(CC3)C4)cc2)c1C,i,i,i,i,i,i,i,i,i,i,i
N#C/C(=C\c1ccc(O)c(O)c1)C(=O)c1ccc(O)c(O)c1,i,.,.,i,i,.,i,.,i,.,.
COc1ccc(C2=NOC(C(=O)Nc3cccnc3)C2)cc1OC (stereo not given),i,i,i,i,i,i,i,i,i,i,i
# (more compounds)
SMILES,MrgX1 ag,RGS4 block,TRPC4 block,ANO1 block,MrgX1 allo act,TRPC4 agonist,TMEM16A act,TRPC6 inhibitor,MrgX1 antag,TRPC6 act,TRPC4 PAM
O=C(CSc1n[nH]c(=O)n1Cc1ccccc1)Nc1ccc(F)c(F)c1F,i,i,i,i,i,i,i,i,i,i,i
CN(C)CCCNCC(=O)c1c(-c2ccccc2)n(C)c2ccccc12,i,i,i,i,i,i,i,i,i,i,i
O=C(NCCCO)c1cc2ccccc2[nH]1,i,i,i,i,i,i,i,i,i,i,i
O=C(Nc1ccccc1C(=O)N1CCOCC1)c1ccc(CSc2ccccc2)cc1,i,i,i,i,i,i,i,i,i,i,i
O=S(=O)(c1ccccc1)N1CCN(C(=S)NCCc2ccccc2)CC1,i,i,i,i,i,i,i,i,i,i,i
Cc1cc(NC(=O)CCC(=O)N(CC(=O)NC2CCCC2)c2ccc(Cl)c(Cl)c2)no1,i,i,i,i,i,i,i,i,i,i,i
CN(C)C(CNC(=O)c1cc(Br)ccc1Cl)c1ccco1 (stereo not given),i,i,i,i,i,i,i,i,i,i,i

# Only MrgX1 ag and MrgX1 allo act, for some of the entries so far:
Molecule | MrgX1 ag | MrgX1 allo act
CC1CCC(NCCNC(=O)c2ccco2)CC1 (stereo not given) | i | i
Cc1ccc(CNC(=O)NCc2ccccc2)cc1 | i | i
Cc1ccc(C)c(NS(=O)(=O)c2cc(C(=O)NCc3ccccn3)ccc2Cl)c1 | i | i
